3CLpro inhibitor – SARS-CoV 3CLpro protease inhibition. P0C6X7. AID 1706. 290,000 compounds, 0.14% hits. recombinant SARS-CoV 3CLpro, quenched FRET peptide cleavage. inhibition, % at 6 µM; in the data active means inhibition above about 12%
Rv3671c inh – Rv3671c (M. tuberculosis) protease inhibition | P9WHR9 | inhibition, % at 5.96 µM | 320,000 compounds, 0.048% hits | AID 2606; in the data active means inhibition above about 38%;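 further: extracellular domain of Rv3671c used as enzyme; 0% = enzyme with DMSO and 100% = no enzyme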
BoNT-A LC inh2 – BoNT A light chain protease inhibition | inhibition, % at 10 µM | 360,000 compounds, 0.17% hits | multiplex microsphere protease substrate cleavage, flow cytometry; further: plate controls were buffer without enzyme for full effect and enzyme alone for no effect
Anthrax LF inh2 – blocks Bacillus anthracis lethal factor protease | AID 588501 | 360,000 compounds, 0.12% hits | P15917 | inhibition, % at 10 µM | multiplex microsphere protease cleavage assay, LF; further: plate controls were buffer without enzyme for full effect and enzyme alone for no effect
Target sequence (P15917 whole entry, looked up): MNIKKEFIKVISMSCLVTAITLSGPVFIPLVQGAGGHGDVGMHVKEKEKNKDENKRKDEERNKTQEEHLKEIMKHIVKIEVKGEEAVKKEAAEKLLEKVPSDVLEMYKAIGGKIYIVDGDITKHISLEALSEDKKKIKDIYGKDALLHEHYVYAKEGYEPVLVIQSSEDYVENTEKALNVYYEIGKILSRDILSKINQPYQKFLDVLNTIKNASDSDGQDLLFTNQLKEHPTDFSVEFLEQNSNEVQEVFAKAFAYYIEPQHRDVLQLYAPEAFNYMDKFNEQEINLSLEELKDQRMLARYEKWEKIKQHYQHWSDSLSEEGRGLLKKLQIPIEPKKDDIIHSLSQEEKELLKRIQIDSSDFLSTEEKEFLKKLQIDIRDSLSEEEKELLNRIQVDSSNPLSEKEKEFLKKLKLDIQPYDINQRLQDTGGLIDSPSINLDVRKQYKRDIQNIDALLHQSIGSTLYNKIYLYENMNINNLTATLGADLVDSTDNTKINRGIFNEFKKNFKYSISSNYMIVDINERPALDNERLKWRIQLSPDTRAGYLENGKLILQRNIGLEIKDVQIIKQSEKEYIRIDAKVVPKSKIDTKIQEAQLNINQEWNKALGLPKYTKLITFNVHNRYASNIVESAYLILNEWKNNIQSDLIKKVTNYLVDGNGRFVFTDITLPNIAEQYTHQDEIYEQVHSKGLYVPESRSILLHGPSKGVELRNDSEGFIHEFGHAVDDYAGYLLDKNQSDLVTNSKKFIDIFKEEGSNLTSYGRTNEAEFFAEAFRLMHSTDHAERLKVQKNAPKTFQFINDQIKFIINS
PrPC TRFRET – cell surface PrPC inhibition, primary TR-FRET screen; TR-FRET read-out; inhibition, % at 13.8 µM; 370,000 compounds, 0.43% hits; in the data active means inhibition above about 24%; further: 0% = median of the test wells and 100% = reference compound wells
CCHFV vOTU inh – CCHFV vOTU protease inhibition. 370,000 compounds, 0.55% hits. AID 651958. inhibition, % at 11.5 µM. Pep-AMC fluorescence; in the data active means inhibition above about 30%; further: 0% = vehicle wells with enzyme and 100% = no enzyme wells
BoNT-F LC inh – inhibitors of Botulinum neurotoxin F light chain protease; inhibition, % at 10 µM; AID 588497; 360,000 compounds, 0.22% hits; Multiplex microsphere protease cleavage assay, flow cytometry; in the data active means inhibition above about 35%, passing the limit was not always enough; inconclusive means no clear call, values can overlap the other calls; further: plate controls were buffer without enzyme for full effect and enzyme alone for no effect
MazF activator – increases E. coli MazEF RNase cleavage of RNA | P0AE70 | FAM/BHQ RNA-DNA oligo cleavage fluorescence, 5 h | activation, % at 20 µM | 350,000 compounds, 0.32% hits; in the data active means activation above about 50%
DUSP3 inh – inhibitors of human VHR1 phosphatase (DUSP3). P51452. recombinant VHR phosphatase, pNPP absorbance. inhibition, % at 13.3 µM. 290,000 compounds, 0.52% hits. AID 1654; in the data active means inhibition above about 50%; further: some compounds called inactive have numbers as strong as hits
Target sequence (P51452 whole entry, looked up): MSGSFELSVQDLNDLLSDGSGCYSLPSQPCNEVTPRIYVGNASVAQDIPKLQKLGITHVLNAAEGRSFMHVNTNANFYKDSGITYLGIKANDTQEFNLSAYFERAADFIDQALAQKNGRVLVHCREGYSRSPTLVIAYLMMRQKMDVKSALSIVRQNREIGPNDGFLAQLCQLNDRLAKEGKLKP
PriA SSB inh – K. pneumoniae PriA-SSBct interaction inhibition; AlphaScreen SSBct-PriA binding, biotinylated peptide; 430,000 compounds, 0.6% hits; inhibition, % at 33 µM; in the data active means inhibition mostly above about 37%, no sharp cut-off; inactive means mostly below about 20%;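 further: plate controls were negative control peptide for no effect and reference peptide for full effect; strong numbers were not always called active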
* = called active by the depositor; ? = inconclusive; / = no result given; & = joins results of further samples. Unless noted, no stated cut-off is given here; in the data, active means inhibition above about 30%; inconclusive means no clear call, values can overlap the other calls; inactive means below that. An excerpt; the hit share may differ from the screen's.

cpd	mol	Anthrax LF inh2	CCHFV vOTU inh	PriA SSB inh	MazF activator	BoNT-A LC inh2	PrPC TRFRET	Rv3671c inh	BoNT-F LC inh	DUSP3 inh	3CLpro inhibitor
1	COC(=O)c1ccc(C(=O)OC)c(NC(=O)CSCC(=O)O)c1	13.8	12.0	-0.2	4.0	?	2.9	5.8	?	-4.4	-0.9
2	CCn1cc(C(=O)NC2CCCC2)c(=O)c2cc(S(=O)(=O)N3CCOCC3)ccc21	-0.7	5.0	-6.0	0.7	0.0	-5.0	/	-1.3	/	/
3	CCOc1ccc2nc(N/C(N)=N/C(=S)Nc3cccc(C)c3)nc(C)c2c1	-4.6	2.3	/	-17.6	0.7	0.9	-5.7	-6.4	21.3	1.8
4	Cc1c(CN(C)C(=O)c2ccc(Br)o2)cnn1C	0.6	-2.2	-10.4	1.9	?	5.7	2.0	-0.8	-9.1	-2.9
5	CCN(CC)CCOC(=O)c1ccc(N/C=C(/C#N)c2nc(-c3cccc(OC)c3)cs2)cc1	12.5	-11.7	-2.4	10.2	-3.9	-3.5	-19.6	?	2.5	-7.7
6	CC(C)C(=O)Nc1cccc(NC(=O)CCN2C(=O)c3ccccc3S2(=O)=O)c1	-1.8	2.5	-14.3	6.7	0.4	-2.6	9.2	-7.4	-0.2	-1.4
7	O=C(NCCS(=O)(=O)NCc1ccc(F)cc1)c1ccc2c(c1)OCO2	-3.0	-109.6	-0.5&1.0	5.0	1.8	-1.4	5.1	-1.3	/	/
8	COc1cccc(OCC(=O)Nc2c3c(nn2-c2ccc(F)cc2)CS(=O)(=O)C3)c1	1.8	-10.2	4.6	3.3	-1.6	-9.3	7.3	0.7	0.3	2.3
9	COc1ccccc1N1CCN(C2CCCN(C(=O)CN3CCCC3=O)C2)CC1 (centres undefined)	-10.7	-5.1	-6.0	7.3	-25.2	-3.2	/	-39.2	15.0	-2.9
10	O=C(CSCc1nc2ccccc2[nH]1)Nc1ccccc1	0.0	-4.4	-3.2	7.0	-0.4	-1.6	5.6	-3.5	6.2	-1.8

Carrying on.
cpd	mol	Anthrax LF inh2	CCHFV vOTU inh	PriA SSB inh	MazF activator	BoNT-A LC inh2	PrPC TRFRET	Rv3671c inh	BoNT-F LC inh	DUSP3 inh	3CLpro inhibitor
11	C(#CCN1CCOCC1)COCCCOC(c1ccccc1)c1ccccc1	-6.7	-7.2	-13.4	-9.4	-0.8	6.2	-0.1	1.2	-18.9	1.8
12	NS(=O)(=O)c1ccc(NC(=O)COC(=O)C2CCCCC2)cc1	2.4	11.1	2.3	0.4	0.1	3.3	-0.4	4.4	9.3	4.6
13	Brc1ccc(Sc2cnc3ccccc3n2)cc1	-1.3	6.8	-113.8	-4.5	1.2	16.7	-7.9	-0.2	21.3	3.1
14	Cc1ccccc1C(=O)c1cccn1CC(=O)NC1CCCC(C)C1C (centres undefined)	-4.4	24.6	-1.0	-1.4	-0.8	5.0	-15.4	-0.7	-17.2	-4.1
15	CCN(CC)c1ccc(NC(=S)NC(=O)C2CCC2)cc1	-1.8	9.5	55.2*	-2.4	1.4	-0.2	5.8	1.9	22.6	-3.7
16	CC1=CC(=O)N(c2cccc(C(F)(F)F)c2)C1c1ccc(Cl)cc1 (centres undefined)	-1.5	6.5	-53.1	-2.6	0.9	5.9	-5.9	-0.8	-4.3	8.6
17	CCc1cccc(C)c1NC(=O)Cn1nc(C)n2cccc2c1=O	2.5	6.3	-3.9	-1.1	-1.5	-5.9	-6.3	1.6	16.6	0.3
18	CCn1nnnc1NCc1ccc(Cl)cc1	-9.4	15.8	1.7	1.7	-0.4	1.9	-1.5	5.2	11.4	-0.1
19	COCCCNC(=O)c1c[nH]c2ccc(S(=O)(=O)N3CCc4ccccc43)cc2c1=O	0.1	-1.5	0.3	8.9	-1.0	3.0	-19.8	1.8	-6.2	4.4
20	Cn1c(SCCN2CCCC2)nnc1C1CCN(S(=O)(=O)c2cccc(F)c2)CC1	10.9	14.2	2.0	-35.2	0.8	-4.9	-6.3	12.0	39.4	-3.2

Next compounds:
cpd	mol	Anthrax LF inh2	CCHFV vOTU inh	PriA SSB inh	MazF activator	BoNT-A LC inh2	PrPC TRFRET	Rv3671c inh	BoNT-F LC inh	DUSP3 inh	3CLpro inhibitor
21	CC(O)c1nc2ccccc2n1C1CCCCC1 (centres undefined)	4.7	8.0	-6.3	9.5	-0.3	-1.1	1.4	-9.0	16.3	-3.0
22	O=C(O)CCN1C(=O)/C(=C\c2cccc(Oc3ccccc3)c2)SC1=S	3.6	9.8	23.9	-2.8	1.0	5.9	-2.5	?	6.9	7.7
23	CCOC(=O)Cc1csc(NC(=O)CSc2nnnn2-c2ccc(CC)cc2)n1	-3.3	1.2	-0.7	3.2	-0.2	8.8	-5.3	0.0	14.7	2.1
24	COc1ccc(NC(=O)c2ccc(NC(=O)CN(C)CC(=O)Nc3c(C)cccc3C)cc2)cc1	-3.3	14.9	-10.2	3.6	0.2	-4.0	2.2	-6.6	16.6	6.0
25	CC1(C)CC(=O)N(c2ccc(Cl)cc2Cl)C(=O)C1	-3.8	-11.1	-13.1	0.4	0.5	4.3	9.8	?	28.0	-4.5
26	CC(=O)Nc1cccc(-n2c(=O)n(Cc3ccccc3)c(=O)c3[nH]cnc32)c1	-39.6	-11.1	-2.7	7.5	-25.1	-1.1	3.4	-45.1	-5.3	-0.8
27	CCOc1cccc(C(=O)Nc2ccc3ccccc3c2)c1	-19.2	5.8	-8.0	12.5	-3.8	7.7	-9.2	13.8	10.8	2.0
28	CCN(CC)c1ccc2c(Cl)c(Br)c(=O)oc2c1	23.9	/	-109.2	6.2	23.5	/	-8.9	11.5	1.8	-13.2
29	COc1ccccc1N1CCN(C(=O)c2cccc3c(=O)c(C)c(-c4ccccc4)oc23)CC1	-2.2	2.6	7.0	-8.9	-0.2	-6.3	-1.8	3.8	-5.4	-0.8
30	CCc1ccc(C(=O)N2CCCC2)s1	-0.7	-2.7	-8.4	0.2	?	2.2	8.7	-3.1	27.4	-1.4

Entries listed so far that have a COOH group, in the order listed:
cpd	mol	Anthrax LF inh2	CCHFV vOTU inh	PriA SSB inh	MazF activator	BoNT-A LC inh2	PrPC TRFRET	Rv3671c inh	BoNT-F LC inh	DUSP3 inh	3CLpro inhibitor
1	COC(=O)c1ccc(C(=O)OC)c(NC(=O)CSCC(=O)O)c1	13.8	12.0	-0.2	4.0	?	2.9	5.8	?	-4.4	-0.9
22	O=C(O)CCN1C(=O)/C(=C\c2cccc(Oc3ccccc3)c2)SC1=S	3.6	9.8	23.9	-2.8	1.0	5.9	-2.5	?	6.9	7.7

Next part.
cpd	mol	Anthrax LF inh2	CCHFV vOTU inh	PriA SSB inh	MazF activator	BoNT-A LC inh2	PrPC TRFRET	Rv3671c inh	BoNT-F LC inh	DUSP3 inh	3CLpro inhibitor
31	Cc1ncn(-c2ccccc2)c1-c1ccccc1	-4.0	6.3	7.3	-0.5	-1.2	5.5	-11.1	-10.4	/	/
32	O=C1CC[C@@H](C(=O)N2CSC[C@H]2C(=O)O)N1	-0.6	13.3	-6.6	5.2	-0.1	9.8	9.0	1.4	7.4	0.4
33	COc1ccc(CC(=O)Nc2c3c(nn2-c2cccc(C)c2C)CS(=O)(=O)C3)cc1	0.8	-2.6	-9.1	-4.9	0.7	6.8	4.7	1.1	-11.2	1.6
34	COC(=O)c1ccc(COc2cccc3c2CCN(Cc2cccc(C)c2)C3=O)o1	-0.4	6.9	-2.0&-17.8	-4.4	0.8	2.1	-2.0	-0.6	-18.5	6.8
35	Cc1ccc(/C=N\NC(=O)c2cc([N+](=O)[O-])cc([N+](=O)[O-])c2)o1	-3.3	-4.9	/	5.3	-0.2	-30.2	5.6	-1.3	19.4	5.4
36	Cc1csc(NC(C)c2nc3cc(Cl)c(N4CCCCC4)cc3n2CCOCCO)n1 (centres undefined)	-1.3	20.6	4.9	4.3	-0.7	-1.5	-2.5	-1.4	/	/
37	Cc1ccc(S(=O)(=O)N2C[C@@H](C)[C@]3(C2)[C@H](O)[C@H](OC(=O)Nc2cccs2)C[C@H]2C(=O)N(c4ccccc4)C(=O)[C@H]23)cc1	-9.1	-0.2	/	1.2	-0.8	-7.2	/	-6.1	/	/
38	O=[N+]([O-])c1ccc(N/N=C/c2cn(Cc3ccc(F)cc3)c3ccccc23)nc1	1.1	-6.8	/	14.4	0.5	3.1	-1.4	-3.7	1.1	-1.0
39	COc1ccc(OC)c(/C=C/C(=O)OCC(=O)NCc2ccccc2)c1	-2.6	-25.7	-9.4	9.9	0.2	-0.1	2.0	-3.5	/	/
40	Cc1ccccc1OCC(=O)Nc1nnc(C2CCCCC2)s1	-2.5	10.8	-18.9	-6.6	-0.8	-4.2	-1.0	47.0*	-2.7	3.2

Continuation.
cpd	mol	Anthrax LF inh2	CCHFV vOTU inh	PriA SSB inh	MazF activator	BoNT-A LC inh2	PrPC TRFRET	Rv3671c inh	BoNT-F LC inh	DUSP3 inh	3CLpro inhibitor
41	COc1ccc(NS(=O)(=O)c2cccc(C(=O)N(C)Cc3cccs3)c2)cc1	-7.0	13.4	-1.1	-5.9	-6.1	-9.1	-15.7	-16.6	/	/
42	C=CCNC(=S)Nc1cccc(NC(=S)NCC=C)c1	0.7	11.4	3.1	3.5	0.0	1.6	-9.6	-1.2	21.3	5.6
43	COc1ccc(-n2cnnc2SCC(=O)Nc2ccc(C(N)=O)cc2)cc1	-7.5	8.6	-2.4	2.1	1.3	3.5	5.5	-5.2	10.2	0.0
44	O=c1[nH][nH]c(-c2ccccc2O)c1C(C[N+](=O)[O-])c1ccc(Br)cc1 (centres undefined)	-3.5	-1.1	8.9	-1.6	0.0	2.7	-6.9	-12.0	-1.5	3.8
45	COc1ccc(/C=C(/C#N)c2cccnc2)cc1OC	13.4	9.5	-4.3	6.6	-0.6	-11.3	3.5	-9.0	-10.7	-4.8
46	O=S(=O)(Nc1ccon1)c1ccc(Br)cc1	0.9	-3.2	-5.1	2.8	0.6	4.5	1.7	1.3	10.5	-5.5
47	Cc1nc2c(-c3ccc(F)cc3)c(C)nn2c(C)c1CCC(=O)NCc1ccco1	-3.6	2.6	-21.1	-2.5	-0.5	-8.4	-5.5	-9.5	33.5	-5.8
48	Cc1ccc2cc(C(c3nnnn3C3CCCC3)N3CCN(c4ccccc4)CC3)c(=O)[nH]c2c1 (centres undefined)	-1.1	6.2	-8.2	8.5	1.1	-1.4	-11.0	5.7	6.7	-6.8
49	O=C(NCC1CCCCC1)c1ccc(F)c(S(=O)(=O)N2CCOCC2)c1	3.7	6.9	2.6	5.8	-0.7	10.5	1.9	-5.4	/	/
50	COc1cccc(C#Cc2c(CO)[nH]c3ccccc23)c1	-10.2	-5.7	3.9	1.4	0.5	7.2	8.1	-3.5	/	/
51	C/C(=N\O)c1ccco1	-10.7	-1.5	/	4.1	0.0	3.5	-0.5	4.2	/	/
52	COc1ccccc1N1CCN(C(c2ccccn2)c2nnnn2C2CCCCC2)CC1 (centres undefined)	-1.1	7.1	-14.4	1.5	0.4	0.7	3.4	-1.8	22.9	1.0
53	C[C@@]12C(=O)N(Cc3ccc(-c4ccccc4)cc3)CC(=O)N1[C@H](/C=C/c1ccccc1)[C@@H]1C(=O)N(c3ccccc3)C(=O)[C@@H]12	-2.2	5.7	17.9	-7.7	0.4	-2.1	0.0	6.6	13.4	2.4
